# XBP1 UPR activ: activators of adaptive arm of unfolded protein response (XBP1) | CHO-XBP1 luciferase reporter, IRE1-XBP1 UPR activation, luminescence; percent of tunicamycin response, DMSO as zero | activation, % at 20 µM | hit rate 0.33% among 330,000;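 active = versus positive control, 20 µM dose yields 30% or more activation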;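 note: 100% = tunicamycin at 10 µg/mL and 0% = DMSO only wells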
#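 Material – CHO cell line with stable XBP1 luciferase reporter · Buffer or medium – F12 plus 10% FBS · Compound – single point, 20 µM final compound, 1% DMSO · Schedule – 16-18 h cell attachment at 37 °C, then 6 h compound exposure · Signal – Steady-Glo luminescence read · Benchmarks – high control tunicamycin 10 µg/mL final, low control DMSO vehicle only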
# TIM10 inh: growth inhibitors of TIM10 yeast strain; hit rate 1.4% among 330,000; S. cerevisiae TIM10 strain growth, BacTiter-Glo luminescence, 24 h; AID 463195; inhibition, % at 10 µM;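 active = inhibition of 40% or more at the single tested concentration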;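 note: wild-type TIM10 isogenic control strain grown at permissive 25 °C; 0% = DMSO yeast wells and 100% = minimal medium wells without yeast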
# tim10-1 inh: inhibits growth of tim10-1 mutant yeast; hit rate 2.2% among 330,000; S. cerevisiae tim10-1 ts strain growth, BacTiter-Glo, 24 h; inhibition, % at 20 µM; AID 463190;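 active = inhibition of at least 40%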;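 note: mutant grown at 25 °C; 0% = DMSO wells with yeast and 100% = wells holding no yeast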
# CHOP UPR activ: activators of apoptotic arm of unfolded protein response (CHOP) | CHO-CHOP luciferase reporter, UPR activation, luminescence; percent of tunicamycin response over DMSO baseline | activation, % at 10 µM | hit rate 0.34% among 330,000 | AID 449763;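 active = at 10 µM dose, activation of 40% or more, normalized to positive control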;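 note: 100% = tunicamycin at 10 µg/mL and 0% = DMSO alone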
#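 System: CHO-CHOP luciferase reporter cell line | Buffer or medium: F12 medium containing 10% fetal bovine serum | Doses: One dose, 10 µM in 0.5% DMSO | Times: 6 h compound exposure at 37 °C after overnight seeding | Signal: Luciferase luminescence | Read-out: % activation vs tunicamycin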
# NR3A LBD binder: modulates the human NR3A ligand-binding domain. hit rate 2.5% among 340,000. Tm shift relative to glycine control, % at 25 µM. NR3A LBD differential scanning fluorimetry, Tm shift; 0% = protein alone, 100% = glycine-bound protein;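 active = melting temperature shift of at least 10% of the positive control shift, at one fixed dose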
# APJ agonist: activates the human apelin receptor APJ | P35414 | CHO-K1 APJ PathHunter beta-arrestin, luminescence; 0% DMSO wells, 100% apelin | activation, % at 20 µM | hit rate 0.11% among 330,000 | AID 2520;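 active = activation more than six SD over the plate average, tested at 20 µM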;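 note: 0% = DMSO alone and 100% = apelin-13 at 10 nM; some results filed as inactive read as strong as hits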
# Target sequence (P35414 whole entry, looked up): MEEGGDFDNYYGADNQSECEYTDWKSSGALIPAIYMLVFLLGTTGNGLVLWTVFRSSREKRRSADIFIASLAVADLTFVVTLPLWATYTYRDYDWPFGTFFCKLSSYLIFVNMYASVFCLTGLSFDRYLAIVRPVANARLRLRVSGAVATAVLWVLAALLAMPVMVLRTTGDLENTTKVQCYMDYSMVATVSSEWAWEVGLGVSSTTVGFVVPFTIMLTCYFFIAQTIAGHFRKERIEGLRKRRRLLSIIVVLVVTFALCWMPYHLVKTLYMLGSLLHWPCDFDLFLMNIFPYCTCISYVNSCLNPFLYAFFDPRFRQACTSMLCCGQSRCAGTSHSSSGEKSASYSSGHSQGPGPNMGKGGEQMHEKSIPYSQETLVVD
#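 system = engineered CHO-K1 APJ arrestin reporter cells | input = 1000 cells per well | timing = overnight seeding, 90 min compound at 25 °C, 1 h detection | measured by = enzyme-fragment complementation luminescence | read-out = beta-arrestin recruitment to APJ as agonist activity, luminescent signal | control set = negative DMSO alone, positive Apelin-13 at 10 nM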
# tim23-1 inh: inhibits growth of tim23-1 mutant yeast; S. cerevisiae tim23-1 growth, BacTiter-Glo luminescence, 24 h; inhibition, % at 20 µM; hit rate 1.3% among 330,000; AID 463212;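 active = growth inhibition of the mutant yeast at or above 50%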;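 note: temperature-sensitive mutant grown at 25 °C; plate controls were DMSO-treated mutant yeast for no effect and medium wells lacking yeast for full effect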
# NLRP3 yeast inh: NALP3 inhibition in yeast. Yeast reconstituted NLRP3/ASC/caspase-1, beta-gal luminescence, 24 h. hit rate 0.39% among 330,000. inhibition, % at 10 µM;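 active = inhibition of 50% or more; inactive = inhibition below 50%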;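 note: plate controls were induced DMSO wells for no effect and uninduced yeast grown without galactose for full effect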
# Mdm2 MdmX PPI: disrupts the human Mdm2-MdmX interaction | SaOS-2 split-luciferase Mdm2/MdmX complementation, luminescence | O15151+Q00987 | hit rate 3% among 330,000 | inhibition, % at 8 µM;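 active = inhibition of at least 50% at 8 µM in the primary screen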
# Starred values were filed as active, the others as inactive; . = no result given.
# Sequence of screens – XBP1 UPR activ, TIM10 inh, tim10-1 inh, CHOP UPR activ, NR3A LBD binder, APJ agonist, tim23-1 inh, NLRP3 yeast inh, Mdm2 MdmX PPI
COC(=O)c1[nH]c2ccccc2c1NC(=O)C(C)N1CC(C)OC(C)C1 (centres undefined)
    -3, 11, 14, -0.1, -1, -4, 20, 7, 4
O=C(CCc1nnc(CCc2ccccc2)o1)NC(c1cccnc1)C(F)(F)F (centres undefined)
    1, -19, 7, 1.2, 0, -3, 3, -17, -14
COc1ccccc1C(=O)Nc1c(C(=O)N2CCN(C)CC2)oc2ccccc12
    -1, 11, 1, 0.7, 1, 5, 16, 28, 13
CC(=C/C(=O)O)/C(=C\c1ccc(Br)o1)C(=O)O
    -2, 6, -4, -0.1, 0, -1, 8, -4, 1
CCN(CC)CCNC(=O)C1(O)c2cc(Br)ccc2NC(=O)N1c1ccccc1 (centres undefined)
    -4, 12, 2, -0.4, 0, -2, 2, 8, -17
O=C(COc1ccccc1F)Nc1c2c(nn1-c1ccccc1)CS(=O)(=O)C2
    -5, -2, 7, 0.9, -1, -5, 11, 7, 39
CCCOc1ccccc1NS(=O)(=O)c1ccc2[nH]c(=O)[nH]c2c1
    3, 11, -1, 1.9, -2, -2, -10, 7, 1
O=C(C1CCC(=O)N(C2CC2)C1)N1CCC(Oc2cccc(F)c2)CC1 (centres undefined)
    -1, 11, 7, -0.3, 0, -6, 14, 2, 46
Cc1ccc(Nc2nc(=O)[nH]nc2C)cc1
    -1, 0, 1, -1.1, -1, -2, 4, 2, -24
O=C(NC1=NCCS1)c1csc2ccccc12
    0, 44*, 34, 1.5, -1, -4, 28, 29, -162
CCCN(C(=O)CSc1n[nH]c(-c2ccc(OC)cc2)n1)c1c(N)n(Cc2ccccc2)c(=O)[nH]c1=O
    -3, 0, 1, 0.5, 1, -3, -3, 0, 26
O=C(CC1SC(N2CCCCC2)=NC1=O)Nc1cccc(C(=O)NCc2ccccc2)c1 (centres undefined)
    -1, 2, 2, -0.7, 0, -2, -2, 8, -8
CCC(c1nnc(SCC(=O)N(C)c2ccccc2)n1Cc1ccccc1)N(C)C (centres undefined)
    -3, 4, 6, -0.3, 1, 1, 13, 17, 21
CC1CC(C)CN(C(=O)C2CCC(CNc3c(N4CCCCC4)c(=O)c3=O)CC2)C1 (centres undefined)
    2, -3, -2, -1.0, 0, -4, -5, -13, 21
Cc1cccc(NC(=O)c2cc(=O)c3ccccc3o2)n1
    -1, 20, 15, 2.5, 1, 0, 7, 3, -14
O=C(O)C1C2C=CC(C2)C1C(=O)N1CCc2ccccc21 (centres undefined)
    1, 4, 12, 0.4, 1, -2, 4, 6, 10
NC(=O)c1nsc(C(=O)N(Cc2ccco2)C(C(=O)NCC2CCCO2)c2ccc(O)cc2)c1N (centres undefined)
    -4, 3, -5, 1.7, 1, -2, 3, 6, 22
COC(=O)c1c(NC(=O)CC2NCCNC2=O)sc2c1CCCC2 (centres undefined)
    1, 11, 11, 0.1, 0, -3, 3, -17, 10
CSc1ccc(CNc2ccccc2)cc1
    4, 9, 18, 0.3, ., -5, 14, 19, 10
CCN(CC)CCN(Cc1cc2cc(C)cc(C)c2[nH]c1=O)C(=S)NCc1ccco1
    -2, 0, 14, 1.0, 0, -6, -1, 3, -12
O=C(N/N=C/c1cccc([N+](=O)[O-])c1)c1cnccn1
    1, 0, -3, -0.4, 0, -3, 18, 8, 25
O=C1C2C3c4ccccc4C(c4ccccc43)[C@@H]2C(=O)N1c1cccnc1 (some centres undefined)
    -4, 17, 14, 0.1, 1, -1, 21, 3, -22
COc1ccc(OC)c(NC(=O)CCCSc2ccccc2)c1
    -4, 3, 20, -2.1, -2, 1, 19, 26, -1
CN1CCN(S(=O)(=O)c2cccc(C(=O)N(Cc3nnc(-c4ccccc4Cl)o3)C3CC3)c2)CC1
    3, -51, -31, 2.6, 1, 7, -67, 3, 8
C/C(=N/NS(=O)(=O)c1cc(C)ccc1C)c1c[nH]c2ccccc12
    -2, 9, -1, -0.7, 29*, 11, -3, 3, 25
O=C(OCC(=O)N1CCC(Cc2ccccc2)CC1)c1ccc(CO)cc1
    -2, -4, -7, -0.5, 1, 0, 7, 13, 5
Cc1cc(C)cc(NC(=S)NC(=O)C2CC2)c1
    -3, 30, 36, -2.1, 2, -2, 54*, -13, 33
CCc1ccc(NC(=O)c2noc3c2CCC3)cc1
    -4, 10, 20, -2.6, 1, 7, 7, 8, -60
CSc1ccc(CNc2ccc(C)c(C)c2)cc1
    1, -1, -7, 1.5, 4, -5, 4, 21, -37
COc1ccccc1CCNC(=O)C(=O)NCC1OCCCN1S(=O)(=O)c1ccc(F)cc1C (centres undefined)
    -5, 16, 30, -1.8, 0, 0, 28, 10, 15

# Quoted from the listing:
# NR3A LBD binder, CCN(CC)CCNC(=O)C1(O)c2cc(Br)ccc2NC(=O)N1c1ccccc1 (centres undefined) stands at 0
# XBP1 UPR activ, O=C(CC1SC(N2CCCCC2)=NC1=O)Nc1cccc(C(=O)NCc2ccccc2)c1 (centres undefined) stands at -1

# (listing goes on)
# Sequence of screens – XBP1 UPR activ, TIM10 inh, tim10-1 inh, CHOP UPR activ, NR3A LBD binder, APJ agonist, tim23-1 inh, NLRP3 yeast inh, Mdm2 MdmX PPI
O=C(CN1CCCCC1)Nc1cccc(Br)c1
    1, 0, -4, -2.1, 0, -2, 4, 22, -20
C=CCNC(=S)N/N=C/c1ccc(-c2cccc([N+](=O)[O-])c2)o1
    18, 18, 35, 0.0, -3, 0, 11, 5, 15
O=C(COc1ccccc1Cl)NCc1ccco1
    1, -4, 12, 2.6, -1, -1, 10, 2, -16
O=C(CCC(=O)N(CC(=O)NC1CCCC1)C1CCCC1)Nc1ccccn1
    1, -2, -4, 0.4, 0, -1, 10, 18, -2
O=C(O)c1ccc(CNS(=O)(=O)c2ccc(Oc3ccccc3Cl)cc2)cc1
    -3, -15, -2, 1.6, 1, -4, 3, 22, 23
CC(=O)c1ccc(N2CCN(S(=O)(=O)c3c(C)[nH]c(C)c3C(=O)N3CCCCC3)CC2)cc1
    1, 7, 3, 2.4, -1, 0, 4, -2, 8
O=C(Nc1nc(-c2ccccc2)cs1)C1c2ccccc2Oc2ccccc21
    0, 7, 22, -0.9, -2, 1, 6, -4, 25
CCNC(=S)NC1CC2CCC(C1)N2Cc1ccccc1 (centres undefined)
    -1, -9, -11, -2.5, 2, -4, -7, -5, -2
Cc1ccc(C(=O)NCC(=O)OCC(=O)NC2CCS(=O)(=O)C2)cc1C (centres undefined)
    -2, -3, 5, 0.9, -2, -3, 12, 14, -2
COc1ccccc1N1CCN(C(c2ccc(N(C)C)cc2)c2nnnn2CCc2ccccc2)CC1 (centres undefined)
    -1, 29, 25, -0.4, -2, -4, 13, 11, 20
CC(=O)Nc1cccc(C(=O)OCC(=O)Nc2c(C)nn(-c3ccccc3)c2C)c1
    0, -3, -2, 0.7, 2, -3, 15, 9, 8
c1ccc(C2CCC(N3CCNCC3)CC2)cc1 (centres undefined)
    -4, 6, 3, -2.7, -3, 0, 0, 8, -14
Cc1cccc(NC(=O)C2CCN(S(=O)(=O)c3ccc4c(c3)NC(=O)CO4)CC2)c1
    -5, -3, -4, 1.1, 0, 0, -2, 0, 34
COc1ccc(N(CC(=O)N2CCN(c3ccccc3)CC2)S(=O)(=O)c2ccc(C)cc2)cc1
    -6, 10, 14, 0.4, 0, -4, 11, -2, -6
CCCN(CC(=O)Nc1ccccc1C)C(=O)c1ccc(C(=O)c2ccccc2)cc1
    -2, 9, 8, 2.2, -2, -3, 23, 9, 27
Cc1onc(-c2ccccc2)c1C(=O)Nc1nc2c(s1)C(=O)CC(C)(C)C2
    -2, 4, 32, -0.6, 0, -2, 34, 1, 0
CCCC1(c2ccccc2)NC(=O)N(CC(=O)Nc2ccccc2C(F)(F)F)C1=O (centres undefined)
    -6, -13, -11, -1.2, 1, -3, 9, 12, 9
CCN(Cc1ccncc1)C(=O)c1ccco1
    0, 5, 4, 0.6, 2, -7, -5, 0, 6
CC(=O)OCC(=O)[C@@]1(O)CC[C@H]2[C@@H]3CCC4=CC(=O)C=C[C@]4(C)[C@@]3(Cl)[C@@H](Cl)C[C@@]21C
    -6, -1, 11, 0.9, 1, 3, 2, 34, -14
O=C(NCC1CCCO1)c1ccc(Cl)c(S(=O)(=O)N2CCCCC2)c1 (centres undefined)
    -3, -10, -24, 2.2, 1, -4, -3, 21, 5
O=S(=O)(Nc1ccc(O)c(Sc2nc3ccccc3s2)c1)c1cccc2ccccc12
    -2, 34, 4, -1.2, 15*, 2, 28, -4, 17
CCOC(=O)c1nc(NNC(C)=O)sc1C
    -1, 7, -1, 0.6, 0, 2, 7, 8, 8
CCOc1ccc(CN(C)C(=O)CNC(=O)c2ccccc2)cc1
    -6, 5, 0, 0.3, -1, 1, 1, 23, -3
CC(C)CCn1nnnc1CN1CCN(c2ccc(F)cc2)CC1
    -2, 12, 17, -0.1, 0, -1, 12, -19, -10
Cc1ccc(C(=O)N/C(=C/C=C\c2ccccc2)C(=O)NCc2ccco2)cc1
    0, -2, 1, 3.0, -3, -4, -3, 9, 2
CN(CC(=O)NC1CCCC1)S(=O)(=O)c1cccc(Cl)c1
    -2, 1, 7, -1.0, 0, -2, 12, 10, 6

# 10 entries already listed, arranged by molar mass, rising:
# Sequence of screens – XBP1 UPR activ, TIM10 inh, tim10-1 inh, CHOP UPR activ, NR3A LBD binder, APJ agonist, tim23-1 inh, NLRP3 yeast inh, Mdm2 MdmX PPI
CCOC(=O)c1nc(NNC(C)=O)sc1C
    -1, 7, -1, 0.6, 0, 2, 7, 8, 8
O=C(CN1CCCCC1)Nc1cccc(Br)c1
    1, 0, -4, -2.1, 0, -2, 4, 22, -20
CN(CC(=O)NC1CCCC1)S(=O)(=O)c1cccc(Cl)c1
    -2, 1, 7, -1.0, 0, -2, 12, 10, 6
O=C(Nc1nc(-c2ccccc2)cs1)C1c2ccccc2Oc2ccccc21
    0, 7, 22, -0.9, -2, 1, 6, -4, 25
Cc1ccc(C(=O)N/C(=C/C=C\c2ccccc2)C(=O)NCc2ccco2)cc1
    0, -2, 1, 3.0, -3, -4, -3, 9, 2
O=C(NCC1CCCO1)c1ccc(Cl)c(S(=O)(=O)N2CCCCC2)c1 (centres undefined)
    -3, -10, -24, 2.2, 1, -4, -3, 21, 5
CC(=O)Nc1cccc(C(=O)OCC(=O)Nc2c(C)nn(-c3ccccc3)c2C)c1
    0, -3, -2, 0.7, 2, -3, 15, 9, 8
CCCN(CC(=O)Nc1ccccc1C)C(=O)c1ccc(C(=O)c2ccccc2)cc1
    -2, 9, 8, 2.2, -2, -3, 23, 9, 27
CC(=O)OCC(=O)[C@@]1(O)CC[C@H]2[C@@H]3CCC4=CC(=O)C=C[C@]4(C)[C@@]3(Cl)[C@@H](Cl)C[C@@]21C
    -6, -1, 11, 0.9, 1, 3, 2, 34, -14
O=S(=O)(Nc1ccc(O)c(Sc2nc3ccccc3s2)c1)c1cccc2ccccc12
    -2, 34, 4, -1.2, 15*, 2, 28, -4, 17

# High-throughput results (PubChem)

# No enrichment for hits. About 8.2% of those tested had a hit in this group.
